HSF-1 act – increases HSF-1 driven luciferase reporter signal. NIH3T3-HGL HSF-1 luciferase reporter, MG132, 8 h; 100% = twice DMSO control signal. activation, % at 9 µM. actives 1.7% (n = 300,000). AID 504408;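 active means mean replicate activation of at least 50% with a set share of replicates each reaching 50%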;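 further: 0% = median of the neutral control wells and 100% = twice that signal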
HIF activator – HIF pathway transcriptional activation; U2OS HRE-luciferase reporter, luminescence; normalized: DMSO 0%, desferrioxamine 100%; activation, % at 7.5 µM (by protocol); actives 0.32% (n = 300,000);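 active means mean activation of at least 10% of the iron chelator positive control signal, with at least half of replicates also reaching 10%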
HSF1 inhib – HSF1 inhibition. actives 0.77% (n = 300,000). NIH3T3-HGL HSE-luciferase, MG132-induced, luminescence 8 h; active compounds read low. activity change, negative = inhibition, % at 7.5 µM (by protocol);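 active means more than half of replicate wells show activity change below -50%, luminescence cut by over half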;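 further: luciferase reports HSF-1 transcriptional activity via heat shock element; 0% = median of DMSO wells and -100% = zero luminescence signal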
KLF5 inhibitor – suppresses KLF5 promoter-driven expression; DLD-1 KLF5 promoter-luciferase reporter, luminescence; actives 0.23% (n = 290,000); inhibition, % at 5 µM; AID 1700;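 active means inhibition above a per-plate limit of that plate's mean compound inhibition plus 3 SD, cut at about 60% in these data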;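 further: 0% = DMSO wells and 100% = LY294002 at 200 µM; higher means less KLF5 promoter-driven luciferase light; inactives centre near -14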
aSyn 5UTR inh – MLPCN primary screen, SNCA 5' untranslated region | alpha-synuclein 5'UTR reporter, inhibitor activity | inhibition, % (tested at 7.5 µM) | AID 1813 | actives 0.82% (n = 300,000); in the data active means inhibition above about 60%;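 further: H4 neuroglioblastoma cells stably carrying SNCA 5'UTR luciferase fusion; 0% = DMSO wells and 100% = positive control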
IEC-6 tox – kills IEC-6 intestinal cells in KLF5 counter-screen. inhibition, % at 5 µM. IEC-6 cytotoxicity, luminescence viability. AID 1825. actives 0.78% (n = 290,000); in the data active means inhibition above about 22%;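 further: 0% = plate median of test compound wells and 100% = cytotoxic reference compound wells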
HSP90 inh – HSP90 refolding inhibition in rabbit reticulocyte lysate; AID 1789; actives 0.91% (n = 290,000); inhibition, % at 5.6 µM; luciferase refolding luminescence, 3 h;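 active means inhibition above the screen-wide mean plus 3 SD, computed separately per campaign, cut at about 16% in these data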;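 further: 0% = DMSO wells and 100% = 60 µM geldanamycin wells; inhibitors lower the luminescence because luciferase stays unfolded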
GSK3 alpha inh – inhibitors of human GSK-3 alpha kinase | actives 0.1% (n = 320,000) | P49840 | ADP-Glo luminescence, 60 min | inhibition, % at 10 µM;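 in the data active means inhibition above about 50%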;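 further: GST-tagged GSK-3 alpha with peptide substrate and 25 µM ATP; 0% = DMSO neutral wells and 100% = GW8510 positive control wells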
Target sequence (P49840 whole entry, looked up): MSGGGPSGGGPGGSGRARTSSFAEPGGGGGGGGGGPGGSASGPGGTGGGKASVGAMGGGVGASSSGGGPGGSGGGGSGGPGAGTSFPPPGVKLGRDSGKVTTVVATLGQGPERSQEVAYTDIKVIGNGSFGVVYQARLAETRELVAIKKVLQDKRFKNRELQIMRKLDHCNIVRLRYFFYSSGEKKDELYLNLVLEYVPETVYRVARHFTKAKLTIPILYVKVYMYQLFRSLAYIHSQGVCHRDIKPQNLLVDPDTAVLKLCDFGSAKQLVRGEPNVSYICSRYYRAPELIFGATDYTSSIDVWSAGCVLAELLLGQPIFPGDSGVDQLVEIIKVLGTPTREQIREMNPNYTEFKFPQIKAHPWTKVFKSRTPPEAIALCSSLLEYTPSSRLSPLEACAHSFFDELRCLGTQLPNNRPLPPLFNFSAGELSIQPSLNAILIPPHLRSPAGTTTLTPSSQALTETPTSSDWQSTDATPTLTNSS
GSK3beta inhib – inhibitors of human GSK3beta kinase; P49841; GST-GSK3beta kinase, ADP-Glo luminescence, 60 min; active compounds read low; activity score (negative = inhibition), % at 10 µM; actives 0.038% (n = 300,000); AID 2097;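 active means more than half of replicate wells score below -50%, meaning over 50% inhibition versus plate controls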;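 further: 0% = median DMSO wells and -100% = median GW8510 positive control wells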
Target sequence (P49841 whole entry, looked up): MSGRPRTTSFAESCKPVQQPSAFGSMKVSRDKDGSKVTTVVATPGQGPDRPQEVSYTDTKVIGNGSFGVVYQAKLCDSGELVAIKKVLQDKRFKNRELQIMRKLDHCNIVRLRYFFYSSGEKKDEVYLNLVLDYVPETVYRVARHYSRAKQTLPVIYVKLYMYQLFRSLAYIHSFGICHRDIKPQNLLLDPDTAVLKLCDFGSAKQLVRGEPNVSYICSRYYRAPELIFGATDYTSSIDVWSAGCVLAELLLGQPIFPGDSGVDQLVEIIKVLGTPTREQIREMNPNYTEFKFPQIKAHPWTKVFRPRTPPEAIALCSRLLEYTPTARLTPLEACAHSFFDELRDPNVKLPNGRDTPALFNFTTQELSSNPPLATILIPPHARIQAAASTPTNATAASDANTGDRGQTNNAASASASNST
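Test system – GST-tagged human GSK3beta kinase, cell-free · Incubation – 60 min enzyme reaction, room temperature · Signal – ADP-Glo luminescence · Also added – peptide substrate and ATP at 25 µM · Controls – DMSO neutral wells and GW8510 at 20 µM as positive · Buffer or medium – Tris/MgCl2 kinase buffer · Measure – Luminescence-derived activity versus plate DMSO and GW8510 wells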
AI-2 QS modul – modulators of Vibrio harveyi AI-2 quorum sensing system. Vibrio harveyi JMH597 AI-2 luminescence/OD600 ratio, 9 h; active compounds read low; strain lacks LuxN and CqsS sensors; 0 = neutral-control median. AID 2094. actives 0.4% (n = 300,000). activity change, % at 7.5 µM; in the data active means activity change below about -75%, passing the limit was not always enough;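 further: luminescence divided by OD600 gain over 9 h not by final OD600 alone; inactives centre near 13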
Active calls of the source: *; . = no result given.

Results follow in this order: HIF activator	IEC-6 tox	aSyn 5UTR inh	KLF5 inhibitor	AI-2 QS modul	HSF-1 act	GSK3 alpha inh	HSP90 inh	HSF1 inhib	GSK3beta inhib
O=C(COc1ccc(F)cc1)Nc1nccs1
    2.1	7	-91	-156	18	39	9	6	13	0
O=C(N/N=C/c1ccc(Cl)cc1)C(=O)N1CCCCCC1
    0.3	0	17	-37	30	6	-4	-2	3	0
Cc1cc(C(=O)NCCCN2CCN(c3cc(Cl)ccc3C)CC2)n(-c2ccccc2)n1
    0.0	0	15	2	13	-15	-1	-2	0	0
COc1ccc(Br)cc1CNC(=O)CCCc1cn(C)c2ccccc12
    -0.6	1	34	8	16	42	-3	1	25	-1
COc1ccc(CN2CCNC(=O)C2CC(=O)NC2CCCCCC2)c(F)c1 (centres undefined)
    0.4	-4	-2	7	1	5	0	5	5	-4
O=C(NCc1ccccc1)Nc1cccn(Cc2ccccc2)c1=O
    0.8	-1	-38	13	6	-1	0	4	7	0
Cc1cc(NC(=O)c2ccc3nc(-c4ccccc4)c(-c4ccccc4)nc3c2)no1
    0.2	4	21	0	23	6	-3	3	-1	1
CCOC(=O)c1cnn(-c2nc3c(C)cccc3s2)c1C
    -0.2	-3	-12	-25	11	3	0	2	6	-3
CC1=NOC(=O)/C1=C\c1ccc(-c2ccccc2Br)o1
    0.9	-5	-9	-17	29	-15	.	3	-9	5
COc1cc(NC(=O)c2cccc([N+](=O)[O-])c2)ccc1NC(=O)c1cc2ccccc2o1
    -0.2	-1	-13	-39	14	0	-1	1	-1	3

A draw from above in order of formula weight, smallest number first:
Results follow in this order: HIF activator	IEC-6 tox	aSyn 5UTR inh	KLF5 inhibitor	AI-2 QS modul	HSF-1 act	GSK3 alpha inh	HSP90 inh	HSF1 inhib	GSK3beta inhib
CCOC(=O)c1cnn(-c2nc3c(C)cccc3s2)c1C
    -0.2	-3	-12	-25	11	3	0	2	6	-3
O=C(N/N=C/c1ccc(Cl)cc1)C(=O)N1CCCCCC1
    0.3	0	17	-37	30	6	-4	-2	3	0
CC1=NOC(=O)/C1=C\c1ccc(-c2ccccc2Br)o1
    0.9	-5	-9	-17	29	-15	.	3	-9	5

The results go on.
Results follow in this order: HIF activator	IEC-6 tox	aSyn 5UTR inh	KLF5 inhibitor	AI-2 QS modul	HSF-1 act	GSK3 alpha inh	HSP90 inh	HSF1 inhib	GSK3beta inhib
CCCCn1c(N)c(N(CC(C)C)C(=O)c2c(CC)noc2C)c(=O)[nH]c1=O
    -0.1	.	0	.	8	-2	0	.	-6	4
COC(=O)CNC(=O)C1CC(=O)N(CCc2ccc(F)cc2)C1 (centres undefined)
    0.5	1	3	-29	7	-6	-2	2	-6	-1
O=C(CC(O)(c1ccccc1)C(F)(F)C(F)F)c1cccs1 (centres undefined)
    0.0	0	9	6	29	.	-4	0	.	1
CC(C)C(=O)Nc1nnn(C)n1
    -0.8	1	-6	-6	16	-7	0	-1	-4	-3
O=C(NCc1cccs1)C1CC(=O)N(C2CCCC2)C1 (centres undefined)
    214*	4	4	-19	23	-6	1	3	4	0
CCN(CC)S(=O)(=O)c1cc(C(=O)N=c2sccn2C)ccc1OC
    -0.1	0	0	11	-8	18	-1	-1	-1	0
O=C(N/N=C/c1cccs1)C1CC(=O)N(c2ccccc2)C1 (centres undefined)
    -0.5	0	0	7	1	3	-2	0	-5	1
CCOC(=O)N1CCC(N2Cc3cccc(C(=O)N4CCN(c5cccc(Cl)c5)CC4)c3C2=O)CC1
    -0.1	-1	31	-12	10	10	1	6	-8	2
CC(C(=O)Nc1ccccc1)N(C)Cc1cccs1 (centres undefined)
    2.4	-3	1	-20	18	-17	1	-3	-12	-3
CCOc1cc(S(=O)(=O)N(CC)CC)ccc1Cl
    -0.6	1	24	3	23	-5	-1	3	-8	6
COc1ccccc1CNC(=O)CN1C(=O)NC(C)(c2ccc(C)cc2)C1=O (centres undefined)
    0.5	-1	27	-8	-2	-3	2	2	-11	-1
O=C1CC(NNc2ccccc2)C(=O)N1c1cccc(Cl)c1 (centres undefined)
    0.3	-9	-12	-8	-6	-4	1	5	-1	2
CC1=C(C(=O)OCc2ccccc2)C(c2cccnc2)n2nnnc2N1 (centres undefined)
    -0.2	0	10	-13	1	2	1	0	7	7
Nc1nc(Nc2ccc(Cl)cc2)nc(NCCO)c1[N+](=O)[O-]
    0.5	-3	23	-75	19	31	55*	-4	20	-16
O=C(c1cc(=O)c2ccccc2o1)N1CCN(c2ccccc2)CC1
    0.9	3	-18	-3	38	23	2	3	-1	2
O=C(Cn1nc(Cc2cccnc2)c2ccccc2c1=O)N1CCN(c2ccccn2)CC1
    .	-1	.	-25	.	.	-5	-2	.	.
CC1(C)CC2CC(C)(CN2C(=O)c2ccc([N+](=O)[O-])cc2[N+](=O)[O-])C1 (centres undefined)
    -0.2	-3	-1	-18	22	3	-1	0	2	0
CCOC(=O)CSc1nnc2cc(C)c3ccccc3n12
    -0.6	-7	-15	-3	15	1	-1	-2	-2	1
CC(C)Cn1c(-c2ccc(C#N)cc2)nc2c1c(=O)[nH]c(=O)n2CC(C)C
    0.1	2	11	-5	20	-1	21	4	2	-4
FC(F)(F)c1ccc(N2CCOCC2)c(Nc2nc3ccccc3n3cnnc23)c1
    -0.2	2	13	-11	-4	-2	-3	-1	-2	-1
COC(=O)c1cccc(NS(=O)(=O)c2ccc(NC(C)=O)cc2)c1C
    -0.4	2	2	-4	22	0	-2	0	-4	2
Cc1cc(C)cc(OCC(=O)NNC(=O)c2cc3ccccc3o2)c1
    -0.1	6	2	3	-24	18	1	3	9	3
O=C(CNC(=O)c1cccc(F)c1)OCC(=O)N1CCCc2ccccc21
    0.7	-2	-7	-11	17	-8	5	1	-3	1
CC1(C(=O)O)CCC(C(N)=O)C1(C)C (centres undefined)
    -1.4	-8	10	-17	16	-12	-3	4	-8	-2
O=C(Nc1c2c(nn1-c1cccc(Cl)c1)CS(=O)(=O)C2)c1ccco1
    0.1	0	-10	20	32	-30	-1	-5	-13	0
CCS(=O)(=O)N1Cc2ccccc2CC1C(=O)N(C)CC(=O)Nc1cccc(F)c1 (centres undefined)
    1.6	.	-7	.	10	-15	0	.	-15	-2
CCOC(=O)C1CCCN(C(=O)/C=C/c2cc(OC)c(OC)c(OC)c2)C1 (centres undefined)
    0.0	2	-18	-16	14	-2	1	0	0	-2
CCNc1nc(C(=O)O)nc(N2CCOCC2)n1
    -0.1	3	-6	-6	38	-34	-1	1	-22	-5
CCOc1ccc(-n2ccn(CC(=O)NCCc3ccccc3)c(=O)c2=O)cc1
    0.2	.	17	.	19	15	.	.	3	2
CCn1cc(C(=O)NC(=S)Nc2sc3c(c2C(=O)OC)CCCCCC3)cn1
    0.1	4	19	-44	14	-4	.	3	-4	1
Cc1ccc(CNC(=O)CCNS(=O)(=O)c2ccc3c(c2)c(=O)n(C)c(=O)n3C)cc1
    0.0	2	1	-35	27	4	2	2	0	0
C=CCn1c(SCC(=O)O)nnc1-c1cccs1
    0.2	-4	7	-28	20	1	-2	-1	-5	4
CCOC(=O)Cc1csc(N(C)C)n1
    -0.4	4	-19	-12	15	-14	1	5	-2	-1
Cc1ccc(Nc2cnn(C34CC5CC(CC(CC(=O)O)(C5)C3)C4)c(=O)c2Cl)cc1C
    0.4	2	11	-22	12	-8	-5	2	-7	2
O=C(Nc1ccccc1N1CCCC1)c1cccnc1
    -0.1	1	-3	10	34	-5	1	2	-2	0
CC(=O)NC(CC(=O)N1CCN(C(C)=O)CC1)c1ccccc1 (centres undefined)
    1.0	7	12	12	35	13	1	-1	-2	-2
CC(=O)c1sc(NC(=O)CS(=O)(=O)c2ccccc2)nc1-c1ccccc1
    0.2	.	3	.	5	2	2	.	0	1
COC(=O)c1nn(-c2ccc(OC)cc2)c(=O)cc1NN
    -0.8	1	-3	-1	-2	42	0	1	1	-7
CCN(CC)S(=O)(=O)c1ccc(Cl)c(NC(=O)COc2ccccc2[N+](=O)[O-])c1
    0.3	1	13	-20	24	-5	-2	4	1	3

Three of these compounds in another layout:
canonical_smiles	HIF activator	IEC-6 tox	aSyn 5UTR inh	KLF5 inhibitor	AI-2 QS modul	HSF-1 act	GSK3 alpha inh	HSP90 inh	HSF1 inhib	GSK3beta inhib
CCOC(=O)Cc1csc(N(C)C)n1	-0.4	4	-19	-12	15	-14	1	5	-2	-1
Cc1ccc(Nc2cnn(C34CC5CC(CC(CC(=O)O)(C5)C3)C4)c(=O)c2Cl)cc1C	0.4	2	11	-22	12	-8	-5	2	-7	2
O=C(Nc1ccccc1N1CCCC1)c1cccnc1	-0.1	1	-3	10	34	-5	1	2	-2	0

High-throughput results deposited in PubChem by several laboratories.
